High-throughput results from PubChem.
sdo1 growth: restores growth of sdo1-depleted yeast | S. cerevisiae sdo1-depleted JHY4D growth rescue, OD600 30 h; stronger effect = higher value; pdr5 snq2 efflux-pump mutant strain | AID 817 | 0.21% of 140,000 active | z-score at 10 µM;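 active means z-score above 3 at both the 24 hr and the 30 hr optical density reads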;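 further: z-score against mean and SD of all compound wells on the same plate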
Insulin prom inh: TRM-6 insulin promoter activity inhibition; TRM-6 cells (human fetal islet line), insulin promoter-eGFP reporter, imaging; reporter expression induced with tamoxifen; inhibition, % at 2 µM; 0.9% of 130,000 active;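 active means inhibition above the mean plus 3 SD, with well images judged a real hit on visual review, cut at about 60% in these data, passing the limit was not always enough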
sdo1 growth Rescue 24 h: recorded beside sdo1 growth, whose call it bears; z-score; S. cerevisiae sdo1-depleted JHY4D growth rescue, OD600; measured here: growth rescue at 24 h;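 0 is the plate mean of compound wells and units are plate SD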
* = called active by the depositor; . = no result given. An excerpt (hit frequency here may not be typical).

Insulin prom inh | sdo1 growth | sdo1 growth Rescue 24 h | compound
-22.4 | -1.52 | -0.34 | Cc1cccc(/C=N/n2c(-c3cc(-c4ccccc4)n[nH]3)n[nH]c2=S)c1
26.7 | -0.91 | -0.3 | Fc1ccc(-c2csc3ncnc(N4CCc5ccccc5C4)c23)cc1
13.9 | 1.39 | 1.54 | O=C(CSc1ncnc2nc[nH]c12)Nc1ccccc1C(F)(F)F
-56.5 | -0.43 | -0.81 | Cc1nnc(SCc2nc3ccccc3nc2C)s1
. | -0.49 | -0.33 | CC(C)C1S/C(=N/N=C/c2cccs2)NC1=O (stereo unspecified)
-42.9 | . | . | COc1ccccc1C(=O)Oc1cc(C)[nH]c(=O)c1[N+](=O)[O-]
-40.0 | 0.55 | 0.41 | O=S(=O)(c1ccc2ccccc2c1)N1C=CC(C(F)(F)F)=NCC1
-25.0 | . | . | O=C(c1cc(S(=O)(=O)N2CCC3(CC2)OCCO3)ccc1F)N1CCCCC1
-30.0 | 1.36 | 1.35 | CCCn1c(Sc2nc3c(c(=O)[nH]c(=O)n3C)n2CCC)nc2c1c(=O)[nH]c(=O)n2C
-90.9 | . | . | Cc1cc2cc(CNC(=S)NC3CCCCC3)ccc2[nH]1
. | 0.57 | 0.03 | CCCCN1C(=O)C(NC(=O)CC(C)C)(C(F)(F)F)C2=C1CC(C)(C)CC2=O (stereo unspecified)
0.0 | -0.38 | -0.69 | O=C(CN1CCSC1=NCc1ccccc1)c1ccccc1
13.3 | . | . | Cc1cnc([N+](=O)[O-])n1CCOC(=O)NC(=O)c1c(F)cccc1F
37.1 | 0.38 | 1.76 | CC(/C=N/n1cnnc1)=C\c1ccccc1
-91.7 | . | . | O=C(CCN1C(=O)c2ccccc2C1=O)Nc1cccc(S(=O)(=O)NC2=NCCC2)c1
3.2 | -0.87 | 0.03 | Cn1cc(Cl)c(C(=O)OCC(=O)Nc2nc(-c3ccc(Br)cc3)cs2)n1
-16.7 | -2.9 | -1.87 | COc1ccc(OCC(=O)O/N=C(\N)Cc2ccc(Cl)cc2Cl)cc1
-9.5 | -0.61 | -0.22 | O=c1[nH]c(=O)n(C2CCCO2)cc1F (stereo unspecified)
. | -0.46 | -0.56 | COc1ccc(NC(=O)N2CCCC2C(=O)Nc2ccc(C)c(Cl)c2)cc1 (stereo unspecified)
-15.4 | . | . | c1ccc(CSc2ccc(-c3ccccn3)nn2)cc1
. | -0.46 | -0.42 | Cc1ccc2c(c1)NC(=O)C(CC(=O)N(C)Cc1ccccc1)O2 (stereo unspecified)
. | 0.62 | 0.28 | Cc1ccc(S(=O)(=O)N2CCN(C(=O)c3ccc(OCc4c(C)noc4C)cc3)CC2)cc1
-6.7 | 0 | -0.43 | COc1ccc(C(=O)Cc2nnc(C)s2)cc1
10.0 | . | . | N#CC(c1ccc(Cl)nn1)c1c(F)cccc1Cl (stereo unspecified)
-25.6 | -0.15 | 0.12 | CCC(=O)N1CCN(c2ccccc2NC(=O)c2cccc(C)c2)CC1
. | 0.59 | 0.38 | CCCOc1ccc(C(=O)NCC(c2ccco2)N(C)C)cc1OC (stereo unspecified)
-5.2 | 2.11 | 2.62 | CCCOc1ccc(N2C(=O)CC(NCc3cccs3)C2=O)cc1 (stereo unspecified)
38.1 | -1.41 | -0.69 | CC(=O)c1cccc(NC(=O)N2CCCc3ccccc32)c1
-60.0 | -0.93 | -1.02 | COC(=O)c1ccccc1Oc1c(F)c(F)nc(N2CCOCC2)c1F
35.3 | -0.09 | -0.52 | CCOC(=O)c1ccc(NC(=O)N2CCN(c3ccccn3)CC2)cc1
-25.0 | . | . | Cc1ccc(CNC(=O)C(=O)Nc2nccs2)cc1
-41.7 | -0.15 | -0.33 | S=C(Nc1ccc(Br)cc1)N1CCN(C2CCCCC2)CC1
-71.4 | . | . | COc1cc(C2NC(=O)NC(c3ccccc3)=C2C(C)=O)cc(Cl)c1OCC(=O)O (stereo unspecified)
-17.2 | -0.28 | -0.65 | CN(C)c1ccc(/C=C/c2nc3ccccc3s2)cc1
-266.7 | -2.41 | -2.83 | N/C(=N\OC(=O)CCCc1ccccc1)c1cccc([N+](=O)[O-])c1
53.4 | 1.52 | 1.94 | O/N=C1\CCCc2oc3c(c21)CCCC3
26.5 | -0.43 | -0.04 | C/C(=N\NC(=O)CSCc1cccc(Br)c1)c1ccc([N+](=O)[O-])cc1
42.9 | -0.98 | -0.01 | CCN(CC)C(=O)CSc1nc(C)cc(-c2cccs2)c1C#N
-7.1 | -1.34 | 0.7 | O=C(NCC(c1cccnc1)N1CCN(c2ccc(F)cc2)CC1)c1cccc(Cl)c1 (stereo unspecified)
16.1 | 0.16 | -0.75 | CCC(=O)Nc1nc2ccccc2n1CCN1CCOCC1
-29.4 | . | . | Cc1nc(N2CCCCC2C)c2c(C)c(C(=O)Nc3ccccc3C(F)(F)F)sc2n1 (stereo unspecified)
25.7 | 0.49 | 0.26 | CC(=O)c1ncnn1CC(=O)c1ccc(Cl)cc1Cl
25.0 | 0.77 | 0.47 | O=C1NC2(Nc3ccccc31)C(=O)Nc1ccccc12 (stereo unspecified)
-36.4 | 0.84 | 0.57 | O=C(COc1ccccc1)N1CCNC1=O
16.7 | 1.04 | -0.42 | Cc1cc(C)cc(Oc2ccc(C(F)(F)F)cc2C#N)c1
-18.5 | 0.64 | 1 | CC(=O)NCCSC(=O)c1ccc(F)cc1
30.8 | . | . | CN(C)CCN(Cc1ccco1)C(=O)c1cc2c(Cl)nc3ccccc3c2s1
7.9 | 0.73 | 0.63 | CC(C)COc1ccc(C(=O)Nc2ccccc2[N+](=O)[O-])cc1
30.0 | 0.56 | 0.49 | CC1=C(C(=O)OCc2ccccc2)C(c2cccs2)NC(=O)N1CCCC(=O)O (stereo unspecified)
. | 1.26 | 1.88 | CCCCCC(=O)Nc1ccc(N2CCN(CC)CC2)c(Cl)c1
. | -2.21 | -1.08 | O=C(Cn1sc2ccccc2c1=O)NC12CC3CC(CC(C3)C1)C2
-5.9 | 1.72 | 2.1 | O=C(c1cccc(-n2cnnn2)c1)N1CCOCC1
-20.0 | . | . | O=C(COC(=O)c1ccc(O)cc1)NCC1CCCO1 (stereo unspecified)
-141.9 | . | . | CCn1nnc(-c2ccccc2NC(=O)c2cnccn2)n1
. | 2.04 | 0.8 | CCOc1ccc(C(=O)Nc2nnc(C(C)C)s2)cc1OCC
34.6 | 0.06 | -0.68 | O=C(Nc1ccc(F)cc1F)c1noc2c1CCC2
. | 0.05 | -0.45 | CCCS(=O)(=O)N1CCC(C(=O)NCCc2ccc(OC)c(OC)c2)CC1
42.9 | -1.28 | -1.09 | CC(C)C(=O)Nc1cccc(-c2nc3ccccc3o2)c1
-35.7 | 0.66 | 0.5 | Cc1cc(N2CCC(C(=O)NC3CC3)CC2)nc(-c2ccccc2)n1
. | -0.95 | -0.74 | CCOC(=O)c1sc2ccc(S(=O)(=O)N3CCCCC3)cc2c1N

Additional records.
Insulin prom inh | sdo1 growth | sdo1 growth Rescue 24 h | compound
54.0 | -0.1 | -0.7 | CCOC(=O)C1CCN(C(=O)CCc2ccccc2)CC1
. | 0.52 | 0.17 | CCCCNc1cc(NC(C)=O)cc2cc(OC)c(OC)cc12
26.3 | -0.34 | -0.89 | COc1cccc(-n2nnnc2SCC(=O)NCc2ccco2)c1
-19.4 | -1.13 | -0.56 | Cc1cc(C(=O)COC(=O)c2ccc(CO)cc2)c(C)n1CC1COc2ccccc2O1 (stereo unspecified)
75.0* | 0.09 | 0.35 | Cc1ccc(-c2csc(C(C#N)=C3CCCC3)n2)cc1
44.8 | 0.75 | 2.2 | CCOC(=O)C1C(=O)NC(c2ccccc2)=NC1c1ccc(C(C)C)cc1 (stereo unspecified)
24.2 | 0.28 | -0.02 | CCOC(=O)N1CCC(NC(=O)c2cccnc2SC)CC1
-40.0 | . | . | CC(=O)Nc1cccc(-c2nnc3c4ccccc4c(C)nn23)c1
-5.0 | . | . | CCNC(=O)NC(=O)C(C)OC(=O)CCS(=O)(=O)c1ccc(C)cc1 (stereo unspecified)
15.6 | -0.64 | -0.83 | c1ccc(-c2csc3ncn4cnnc4c23)cc1
0.0 | . | . | Cc1ccc(NC(=O)CSc2nnc(N)s2)c([N+](=O)[O-])c1
42.9 | -0.36 | -1.51 | N#CCCn1cc(C(=O)Nc2ccc([N+](=O)[O-])cc2)c(-c2cccs2)n1
30.8 | -1.84 | -1.94 | COc1ccc(C(=O)N(c2ccc(OC)cc2)S(=O)(=O)c2cccs2)cc1
40.0 | . | . | COc1cccc(CNn2cnnc2)c1O
88.6* | 0.36 | -0.07 | c1ccc(-c2noc(-c3cccnc3)n2)nc1
-41.5 | -0.19 | -0.51 | CCOC(=O)c1sc(NC(=O)CSc2nc3c(c(=O)n2-c2ccc(C)cc2)SCC3)c(C(=O)OCC)c1C
50.0 | 0.66 | 0.46 | COC(=O)c1ccc(NC(=O)CCN2CCN(Cc3ccccc3)CC2)cc1
-36.7 | 0.54 | 0.24 | O=c1cc(CN2CCN(S(=O)(=O)/C=C/c3ccccc3)CC2)c2ccc(O)cc2o1
0.0 | 0.05 | -0.72 | CCCNc1c(NC(C)=O)c(=O)oc2ccccc12
26.3 | 1.83 | 2.24 | CC(C)(C)OC(=O)N1CCC[C@H]1C(=O)NCC1CCC(C(=O)O)CC1 (stereo partly specified)
5.6 | -0.24 | -0.35 | COCCN(C(=O)C(C)C)c1nnc(-c2ccc(C)cc2)s1
. | 0.08 | -0.32 | O=S(=O)(c1cccs1)n1nnc2ccccc21
33.3 | 0.3 | 0.3 | CN(C)c1ccc(/C=C/C(=O)c2ccc3c(c2)OCCO3)cc1[N+](=O)[O-]
50.0 | -1.66 | -0.3 | O=S(=O)(CCSc1nc2ccccc2s1)c1nc2ccccc2s1
. | -0.19 | -0.64 | Cc1nn(CCc2n[nH]c(=S)n2C2CCCCC2)c(C)c1Br
0.0 | -1.26 | -1.19 | CCc1sc(N(C(=O)Cc2ccccc2)c2ccccc2)nc1-c1ccccc1
14.0 | 0.35 | 0.25 | COC(=O)c1sccc1-n1cccc1C(=O)N1CCOCC1
-220.0 | -0.39 | -0.57 | CCC(=O)Oc1oc(-c2ccccc2)nc1C=Nc1ccccc1OC
-2.8 | -0.42 | -0.37 | COc1ccc(OC)c2c(N)c(C#N)c(C(F)(F)C(F)(F)F)nc12
-18.5 | -0.77 | -1.01 | CC(C)C(=O)Nc1ccc(C(=O)NNC(=O)c2cccs2)cc1

Ordered by number of heavy atoms (largest number first): some entries from above.
Insulin prom inh | sdo1 growth | sdo1 growth Rescue 24 h | compound
-36.7 | 0.54 | 0.24 | O=c1cc(CN2CCN(S(=O)(=O)/C=C/c3ccccc3)CC2)c2ccc(O)cc2o1
-18.5 | -0.77 | -1.01 | CC(C)C(=O)Nc1ccc(C(=O)NNC(=O)c2cccs2)cc1
. | 0.08 | -0.32 | O=S(=O)(c1cccs1)n1nnc2ccccc21

Single records, as listed above. Order of screens: Insulin prom inh	sdo1 growth	sdo1 growth Rescue 24 h
CCOC(=O)c1ccc(NC(=O)N2CCN(c3ccccn3)CC2)cc1 in the list: 35.3	-0.09	-0.52
CCC(=O)Oc1oc(-c2ccccc2)nc1C=Nc1ccccc1OC in the list: -220.0	-0.39	-0.57
CC(C)C(=O)Nc1ccc(C(=O)NNC(=O)c2cccs2)cc1 in the list: -18.5	-0.77	-1.01
COc1ccc(OCC(=O)O/N=C(\N)Cc2ccc(Cl)cc2Cl)cc1 in the list: -16.7	-2.9	-1.87

Next part.
Insulin prom inh | sdo1 growth | sdo1 growth Rescue 24 h | compound
-25.7 | 1.43 | 1.71 | COc1cccc(C2C(C(=O)c3cccs3)=C(O)C(=O)N2CCN(C)C)c1OC (stereo unspecified)
3.2 | -0.08 | -0.08 | CCOc1cc(/C=N/NC(=O)CSc2nncn2C)ccc1OCc1ccccc1
-151.8 | 0.94 | 1.46 | c1ccc(OCCn2cnc3ccccc32)cc1
-11.5 | -1.11 | -1.16 | Cc1cc(C)c2c(N)c(S(=O)c3ccc(C(C)(C)C)cc3)sc2n1 (stereo unspecified)
-18.5 | . | . | Cc1nn(C)cc1-c1cc(C(=O)O)c2ccccc2n1
-10.0 | . | . | O=C(OCc1ccccc1)c1cccnc1Cl
15.4 | 1.22 | 0.65 | Cc1ccc(C2C(C(=O)O)c3ccccc3C(=O)N2C)o1 (stereo unspecified)
13.0 | -0.59 | -1.63 | Fc1ccc(CN2CCSCC2)cc1Br
. | -0.09 | -0.53 | COc1ccc(C2=NOC(C(=O)Nc3ccc(C(C)=O)cc3)C2)cc1OC (stereo unspecified)
-31.2 | -0.27 | -0.04 | COc1ccccc1OCCNC(=O)c1cc(SC)ccc1Cl
. | 0.34 | 0.06 | Clc1ccc2c(c1)CNc1c(ncnc1N1CCOCC1)O2
-66.7 | . | . | CC(=O)Nc1ccc(NC(=O)C/C(C)=N/NC(N)=S)cc1
-57.1 | 0.76 | -0.01 | O=C(NN1CCOCC1)c1cc(-c2cccs2)nc2ccccc12
68.2 | 0.45 | -0.02 | COCc1[nH]nc2c1C(c1ccccc1Cl)C(C#N)=C(N)O2 (stereo unspecified)
-9.1 | . | . | Cc1ccc2c(c1)Oc1ccc([N+](=O)[O-])cc1C(=O)N2
-29.2 | 0.37 | 1.83 | CCOC(=O)/C(C#N)=C/c1ccc(OCC(=O)Nc2cc(C)ccc2C)c(OC)c1
-7.1 | 0.98 | 1.02 | CN(C)CCOc1ccc2ccccc2c1
50.0 | -0.4 | 1.04 | N#Cc1nc(-c2ccc(OCc3ccccc3)cc2)oc1NCc1ccco1
. | -0.49 | 0.23 | CCOc1ccc(S(=O)(=O)N(C)c2ccc(OCC(=O)OCc3c(C)noc3C)cc2)cc1
. | -0.71 | -0.23 | CCCCOC(=O)CSC1=C(C#N)C(c2ccc3c(c2)OCO3)CC(=O)N1 (stereo unspecified)
-14.3 | 0.53 | 0.05 | N=C(N)CCCOc1ccccc1-c1ccccc1
26.7 | . | . | CCOC(=O)Cn1nnnc1C
. | 0.26 | 0.2 | CC(=O)C1=C(C)NC(SCC(=O)Nc2nccs2)=C(C#N)C1c1ccccc1Cl (stereo unspecified)
